From PubChem BioAssay
MrgX1 antagonist – blocks BAM8-22 activation of human MrgX1 receptor; Q96LB2; MRGX1-HEK293 calcium flux, Fluo-4, BAM8-22 antagonism; active compounds read low; B-score at 10 µM; 310,000 tested, 1.3% active;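 active means calcium-response B-score plate-corrected more than 3 library SD below zero, starting fluorescence within 5 deviations, no agonist response on first addition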;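 further: peak minus trough fluorescence over baseline after final BAM8-22 challenge near maximal dose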
ANO1 block – inhibitors of mouse TMEM16A calcium-activated chloride channel; HEK293 TMEM16A/YFP iodide influx fluorescence, ionomycin; normalized B-score (activity score, 25-100; higher = stronger inhibition) at 10 µM; Q8BHY3; AID 588511; 310,000 tested, 1.2% active;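 active means ratio plate-corrected score three or more library SD toward inhibition, starting fluorescence score within five deviations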;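 further: score derived from kinetic fluorescence span divided by baseline fluorescence per well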
MrgX1 allo act – human MrgX1 positive allosteric modulation, primary screen; 310,000 tested, 0.63% active; B-score at 10 µM; MrgX1-HEK293, Fluo-4 calcium flux, FDSS; active compounds read high; AID 588675;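 active means plate-corrected calcium response at least 3 library SD above typical, normal starting fluorescence, not activating the receptor alone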;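 further: compound read alongside a low EC10 to EC30 dose of BAM8-22 agonist; peak minus trough fluorescence over baseline measured at the second addition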
MrgX1 ag – human MrgX1 receptor agonism, primary screen; Q96LB2; MrgX1-HEK293 cells, Fluo-4 calcium fluorescence, agonist mode; active compounds read high; B-score at 10 µM; 310,000 tested, 0.44% active; AID 588627;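 active means calcium response B-score plate-corrected fluorescence ratio at least 3 library SD, with starting fluorescence B-score inside 5 SD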
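Assay system: MrgX1-expressing HEK293 cells / Amount: fifteen thousand cells per well / Doses: test compound in the initial addition of three / Timing: cells plated overnight, dye loaded 0.5 h 37 °C, 0.5 h room temperature / Technique: kinetic calcium dye fluorescence, Fluo-4 NW / Control set: positive and negative controls per plate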
Numbers without * were called inactive; i = inactive.

SMILES | MrgX1 antagonist | ANO1 block | MrgX1 allo act | MrgX1 ag
O=c1c2cc(N3CCOCC3)ccc2[nH]c(=S)n1CCCN1CCN(c2ccccc2F)CC1 | i | i | i | i
N=c1oc2cc(O)ccc2cc1C(=O)Nc1ccccn1 | i | i | i | i
Cc1nc(N[C@@H](Cc2c[nH]c3ccccc23)C(=O)O)c2oc3ccccc3c2n1 | i | i | i | i
C/C(=C1/C(=O)N(c2ccc([N+](=O)[O-])cc2)N=C1c1ccccc1)N(C)C | i | i | i | i
COc1ccc(-c2cc(-c3cccs3)c(C#N)c(SCC(=O)NCc3ccco3)n2)cc1 | i | i | i | i
C#CCOCCOCCOCCNc1nc(N2CCN(C(=O)CCCCCCCCCCNC(=O)[C@H](CCCCN)n3cc(C)nn3)CC2)nc(N2CCN(C(=O)CCCCCCCCCCNC(=O)[C@H](CCCN=C(N)N)n3cc(C[C@@H](C)CC)nn3)CC2)n1 | i | 100* | i | 104*
CC(=O)Oc1ccc(N2C(=O)C3C(C2=O)C2(C)C=CC3(C)O2)cc1 (centres undefined) | i | i | i | i
COc1ccc2cc(C(c3nnnn3C(C)(C)C)N3CCc4ccccc4C3)c(=O)[nH]c2c1 (centres undefined) | i | i | i | i
COC(=O)c1ccc(C(NC(=O)OCc2ccccc2)/C(F)=C/[C@@H](C)C(=O)NCc2ccc(-c3ccccc3)cc2)cc1 (some centres undefined) | i | i | i | i
Cc1cccc2cc(C(c3nnnn3CC3CCCO3)N3CCc4ccccc4C3)c(=O)[nH]c12 (centres undefined) | -5.1* | i | i | i
c1ccc(-c2ccc(OCCCn3cncn3)cc2)cc1 | i | i | i | i
C[C@@H](C(=O)Nc1ccc2ccccc2c1)[C@H]1C[C@]1(C)[C@H](NS(=O)(=O)c1ccccc1)c1ccccc1 | i | i | i | i

Looked up by structure from the entries so far, 2 records:
SMILES | MrgX1 antagonist | ANO1 block | MrgX1 allo act | MrgX1 ag
Cc1cccc2cc(C(c3nnnn3CC3CCCO3)N3CCc4ccccc4C3)c(=O)[nH]c12 (centres undefined) | -5.1* | i | i | i
O=c1c2cc(N3CCOCC3)ccc2[nH]c(=S)n1CCCN1CCN(c2ccccc2F)CC1 | i | i | i | i

Next structures:
SMILES | MrgX1 antagonist | ANO1 block | MrgX1 allo act | MrgX1 ag
CN(C)S(=O)(=O)c1cccc(N=C2NN=C(c3ccccc3)CS2)c1 | i | i | i | i
Cc1cccc(C)c1NC(=O)CS(=O)CC(=O)NC1CCCc2ccccc21 (centres undefined) | i | i | i | i
Cc1ccc(C2C3=C(Nc4[nH]n(-c5ccccc5)c(=O)c42)c2ccccc2C3=O)cc1 (centres undefined) | i | i | i | i
COc1ccc(N=CC2=C(Nc3ccc(OC)cc3)c3c(C)nn(-c4ccccn4)c3CC2)cc1 | i | i | i | i
COc1ccccc1N1C(=O)C2ON(c3ccccc3)C(c3ccc(N(C)C)cc3)C2C1=O (centres undefined) | i | i | i | i
CCOC(=O)C1=C(CSc2nc(C)cc(C)c2C#N)OC(N)=C(C#N)C1c1cccs1 (centres undefined) | i | i | i | i
COc1ccc(-n2nnc3c(SCC(=O)Nc4ccc5c(c4)OCCO5)ncnc32)cc1 | i | i | i | i
Cc1ccccc1C1C2=C(Nc3[nH]n(-c4ccccc4)c(=O)c31)c1ccccc1C2=O (centres undefined) | i | i | i | i
CCOC(=O)c1cc(OC(=O)c2cccnc2)n(-c2ccccc2)n1 | i | i | i | i
COC(=O)[C@@]1(Cc2ccc(OC)cc2)[C@H]2c3cc(C(=O)N4CCCC4)n(CCO)c3C[C@H]2CN1C(=O)c1ccccc1 | i | i | i | i
CCN(CC)c1ccc(/C=C(\C#N)C(=O)NCc2ccco2)cc1 | i | i | i | i
CC[N+](C)(CC)CCC[n+]1c(-c2ccccc2)c2cc(N)ccc2c2ccc(N)cc21 | i | i | i | i

Arranged by molar mass (ascending): some entries from above.
SMILES | MrgX1 antagonist | ANO1 block | MrgX1 allo act | MrgX1 ag
c1ccc(-c2ccc(OCCCn3cncn3)cc2)cc1 | i | i | i | i
CCN(CC)c1ccc(/C=C(\C#N)C(=O)NCc2ccco2)cc1 | i | i | i | i
CC(=O)Oc1ccc(N2C(=O)C3C(C2=O)C2(C)C=CC3(C)O2)cc1 (centres undefined) | i | i | i | i
CN(C)S(=O)(=O)c1cccc(N=C2NN=C(c3ccccc3)CS2)c1 | i | i | i | i
Cc1cccc(C)c1NC(=O)CS(=O)CC(=O)NC1CCCc2ccccc21 (centres undefined) | i | i | i | i
Cc1ccccc1C1C2=C(Nc3[nH]n(-c4ccccc4)c(=O)c31)c1ccccc1C2=O (centres undefined) | i | i | i | i
CC[N+](C)(CC)CCC[n+]1c(-c2ccccc2)c2cc(N)ccc2c2ccc(N)cc21 | i | i | i | i
COc1ccccc1N1C(=O)C2ON(c3ccccc3)C(c3ccc(N(C)C)cc3)C2C1=O (centres undefined) | i | i | i | i
COc1ccc2cc(C(c3nnnn3C(C)(C)C)N3CCc4ccccc4C3)c(=O)[nH]c2c1 (centres undefined) | i | i | i | i
COc1ccc(-n2nnc3c(SCC(=O)Nc4ccc5c(c4)OCCO5)ncnc32)cc1 | i | i | i | i
CCOC(=O)C1=C(CSc2nc(C)cc(C)c2C#N)OC(N)=C(C#N)C1c1cccs1 (centres undefined) | i | i | i | i
Cc1cccc2cc(C(c3nnnn3CC3CCCO3)N3CCc4ccccc4C3)c(=O)[nH]c12 (centres undefined) | -5.1* | i | i | i
COc1ccc(N=CC2=C(Nc3ccc(OC)cc3)c3c(C)nn(-c4ccccn4)c3CC2)cc1 | i | i | i | i
C[C@@H](C(=O)Nc1ccc2ccccc2c1)[C@H]1C[C@]1(C)[C@H](NS(=O)(=O)c1ccccc1)c1ccccc1 | i | i | i | i
COC(=O)c1ccc(C(NC(=O)OCc2ccccc2)/C(F)=C/[C@@H](C)C(=O)NCc2ccc(-c3ccccc3)cc2)cc1 (some centres undefined) | i | i | i | i
C#CCOCCOCCOCCNc1nc(N2CCN(C(=O)CCCCCCCCCCNC(=O)[C@H](CCCCN)n3cc(C)nn3)CC2)nc(N2CCN(C(=O)CCCCCCCCCCNC(=O)[C@H](CCCN=C(N)N)n3cc(C[C@@H](C)CC)nn3)CC2)n1 | i | 100* | i | 104*

(further entries)
SMILES | MrgX1 antagonist | ANO1 block | MrgX1 allo act | MrgX1 ag
CCOc1ccccc1C(=O)Nc1ccc2nc(N3CCN(c4ncccn4)CC3)cc(C)c2c1 | i | i | i | i
CC(C)(C)OC(=O)NCCCC[C@H](NC(=O)c1[nH]cnc1C(=O)Nc1ccc(CNC(=O)OC(C)(C)C)cc1)C(=O)OC(C)(C)C | i | i | i | i
COc1cccc(C(=O)Nc2ccc3nc(N4CCN(c5ncccn5)CC4)cc(C)c3c2)c1OC | i | i | i | i
COC(=O)[C@@]1(Cc2ccc(F)cc2)[C@H]2c3cc(C(=O)N(C)C)n(Cc4c(CO)[nH]cc(C)c4=O)c3C[C@H]2CN1C(=O)c1ccccc1 | i | i | i | i
C=CCSc1nnc(NC(=O)CSc2ccccn2)s1 | i | i | i | i
Cc1ccccc1OCCOc1ccccc1C=C(C#N)C#N | i | i | i | i
Oc1cccc(O)c1O | i | i | i | i

Not all compounds are listed; count on the stated rates, not on these rows.
